hIAP block: human IAP inhibitors, primary screen, biochemical, luminescence, uHTS; purified IAP, CDP-Star luminescence, 30 min; inhibition, % at 10 µM; Intestinal-type alkaline phosphatase (Homo sapiens), P09923; 0.12% of 330,000 active;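 active means inhibition reaching a set limit with compound at 10 µM in the primary screen, cut at about 35% in these data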;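 further: plate controls were DMSO wells with enzyme for no effect and no-enzyme buffer wells for full effect; values of inactives mirror those of a sister screen read the other way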
Target sequence (P09923 whole entry, looked up): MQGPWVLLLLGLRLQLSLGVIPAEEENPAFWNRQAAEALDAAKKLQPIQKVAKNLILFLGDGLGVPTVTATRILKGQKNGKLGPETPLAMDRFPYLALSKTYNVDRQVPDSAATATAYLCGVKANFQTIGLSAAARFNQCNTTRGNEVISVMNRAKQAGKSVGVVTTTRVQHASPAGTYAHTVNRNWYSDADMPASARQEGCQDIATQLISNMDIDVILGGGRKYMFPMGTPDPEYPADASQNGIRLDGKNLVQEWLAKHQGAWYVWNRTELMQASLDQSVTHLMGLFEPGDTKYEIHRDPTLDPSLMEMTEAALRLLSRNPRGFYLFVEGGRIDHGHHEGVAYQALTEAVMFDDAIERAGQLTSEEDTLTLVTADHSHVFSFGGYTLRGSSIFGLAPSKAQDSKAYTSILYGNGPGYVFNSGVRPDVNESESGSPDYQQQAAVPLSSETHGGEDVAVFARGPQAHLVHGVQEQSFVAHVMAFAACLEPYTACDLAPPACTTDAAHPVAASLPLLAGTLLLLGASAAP
A3G deaminase: APOBEC3G DNA deaminase inhibitors, primary screen, biochemical, fluorescence, single-stranded DNA substrate, uHTS; DNA dC->dU-editing enzyme APOBEC-3G (Homo sapiens), Q9HC16; 0.28% of 330,000 active; recombinant A3G, ssDNA deamination FAM/TAMRA fluorescence; inhibition, % at 20 µM;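 active means inhibition of at least 40% at 20 µM, with no more than 30% in the related APOBEC3A deaminase screen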;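 further: plate controls were DMSO wells with A3G for no effect and wells lacking A3G enzyme for full effect; some compounds called inactive have numbers as strong as hits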
Target sequence (Q9HC16 whole entry, looked up): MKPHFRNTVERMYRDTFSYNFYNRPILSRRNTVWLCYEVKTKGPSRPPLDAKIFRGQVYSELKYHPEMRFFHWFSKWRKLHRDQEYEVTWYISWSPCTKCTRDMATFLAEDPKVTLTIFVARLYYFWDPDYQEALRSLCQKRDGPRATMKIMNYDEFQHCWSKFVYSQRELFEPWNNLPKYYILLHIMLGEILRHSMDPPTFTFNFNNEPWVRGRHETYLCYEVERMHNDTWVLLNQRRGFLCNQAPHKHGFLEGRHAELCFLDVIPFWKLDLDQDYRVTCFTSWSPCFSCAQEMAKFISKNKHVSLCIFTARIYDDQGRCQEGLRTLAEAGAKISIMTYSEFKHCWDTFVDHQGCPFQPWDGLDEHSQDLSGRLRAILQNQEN
hIAP activ: human IAP activators, primary screen, biochemical, luminescence, uHTS; Intestinal-type alkaline phosphatase (Homo sapiens), P09923; purified human IAP, CDP-Star luminescence, 30 min; active compounds read high; 1 = vehicle-only enzyme, 0 = enzyme-free background; activation factor at 10 µM; 0.16% of 330,000 active; AID 2524, 2010;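 active means activation factor of the enzyme at least 2-fold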; further: the source names both 10 and 20 µM as test concentration; values of inactives mirror those of a sister screen read the other way
mIAP inh: inhibitors of mouse IAP, primary screen, biochemical, luminescence, uHTS; purified mouse IAP, CDP-Star luminescence, 30 min; inhibition, % at 10 µM; 0.2% of 330,000 active; AID 2806, 2010;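 active means inhibition of at least 40% at 10 µM in the primary screen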;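 further: plate controls were DMSO with enzyme for no effect and no enzyme wells for full effect; values of inactives mirror those of a sister screen read the other way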
MPTP inh: mitochondrial permeability transition pore inhibitors, primary screen, biochemical, isolated mouse mitochondria, absorbance | Ca2+ swelling absorbance, 30 min | inhibition, % at 10 µM | 1.4% of 360,000 active | AID 602449, 2012;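 active means inhibition of 50% or more, scaled per plate between neutral and stimulator controls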;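 further: 0% = DMSO wells given calcium and 100% = 1 mM EGTA wells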
MIN6 prolif: inducers of MIN6 beta-cell proliferation, primary screen, ATP luminescence, uHTS; MIN6 cells proliferation, ATPlite luminescence, 48 h; cells starved in 0.2% serum; 100% = growth in 10% serum; proliferation, % at 10 µM; 0.29% of 330,000 active;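 active means compounds whose signal lies at least 3.5 SD above the mean of all wells on their plate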;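 further: 0% = DMSO-treated cells in low-serum medium and 100% = 10% serum control; some compounds called inactive have numbers as strong as hits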
NR3A LBD binder: binders of NR3A ligand-binding domain, primary screen, biophysical, differential scanning fluorimetry, uHTS; AID 1259313, 2017; NR3A LBD differential scanning fluorimetry, Tm shift; 0% = protein alone, 100% = glycine-bound protein; Glutamate receptor ionotropic, NMDA 3A (GRIN3A) ligand-binding domain; 2.5% of 340,000 active; Tm shift relative to glycine control, % at 25 µM;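 active means melting temperature shift of at least 10% of the positive control shift, at one fixed dose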
mIAP activ: activators of mouse IAP, primary screen, biochemical, luminescence, uHTS | intestinal alkaline phosphatase [Mus musculus] | muIAP, CDP-Star luminescence, 30 min; active compounds read high; 1 = vehicle-only enzyme signal, 0 = enzyme-free wells | activation factor at 10 µM | 0.24% of 330,000 active | AID 2805, 2010;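 active means activation factor of at least 2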; further: the source names both 10 and 20 µM as test concentration; values of inactives mirror those of a sister screen read the other way
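System: mouse IAP enzyme. Reagent: CDP-Star chemiluminescent phosphatase substrate. Benchmarks: DMSO wells, no-enzyme wells. Times: 30 min enzyme-substrate-compound incubation at room temperature. Detection: luminescence from enzymatic CDP-Star hydrolysis. Doses: test compounds delivered from DMSO solution.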
APOBEC3A inh: APOBEC3A ssDNA deaminase inhibitors, primary screen, selectivity assay for APOBEC3G inhibitor project, biochemical, FAM/TAMRA oligo cleavage fluorescence; DNA dC->dU-editing enzyme APOBEC-3A (Homo sapiens), P31941; recombinant A3A, FAM/TAMRA ssDNA deamination fluorescence; inhibition, % at 20 µM; 0.41% of 330,000 active; AID 493011, 2011;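 active means at least 40% inhibition at 20 µM here, with at most 30% in a related deaminase screen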;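 further: plate controls were A3A with DMSO for no effect and wells lacking A3A enzyme for full effect; some results filed as inactive read as strong as hits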
Target sequence (P31941 whole entry, looked up): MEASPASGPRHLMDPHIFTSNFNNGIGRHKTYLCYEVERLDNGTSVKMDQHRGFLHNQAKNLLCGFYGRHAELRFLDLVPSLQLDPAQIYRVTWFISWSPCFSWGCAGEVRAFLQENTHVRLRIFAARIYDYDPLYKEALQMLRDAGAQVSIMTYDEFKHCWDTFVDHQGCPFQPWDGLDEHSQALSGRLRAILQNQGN
An asterisk follows results filed as active.

`CCc1ccc2nc(SCC(=O)NCC3CCCO3)c(C#N)cc2c1` (stereo unspecified) gave hIAP block 7, A3G deaminase -5, hIAP activ 0.93, mIAP inh 3, MPTP inh -0.2, MIN6 prolif 0, NR3A LBD binder -2, mIAP activ 0.97 and APOBEC3A inh -3.
COc1ccc(CC(=O)Nc2c(C(=O)N3CCN(c4ccccc4)CC3)oc3ccccc23)cc1OC was read as hIAP block 18, A3G deaminase -6, hIAP activ 0.82, mIAP inh -2, MPTP inh -1.5, MIN6 prolif -5, NR3A LBD binder 0, mIAP activ 1 and APOBEC3A inh -3.
Screening Cc1cc(O)c(/C=N/Nc2cccc(Cl)c2)c(=O)o1 returned hIAP block 6, A3G deaminase 25, hIAP activ 0.94, mIAP inh -11, MPTP inh -3.4, MIN6 prolif -1, NR3A LBD binder 3, mIAP activ 1.1 and APOBEC3A inh -3.
For CCOC(=O)C1CCN(C(=O)c2cccnc2Cl)CC1 the results were hIAP block -2, A3G deaminase -3, hIAP activ 1, mIAP inh 3, MPTP inh 2.8, MIN6 prolif -2, NR3A LBD binder -3, mIAP activ 0.97 and APOBEC3A inh 2.
For O=C(Nc1ccc(Cl)cc1C(=O)NCC1CCCO1)c1ccc(Cl)cc1Cl (stereo unspecified) the results were hIAP block 8, A3G deaminase -7, hIAP activ 0.93, mIAP inh -1, MPTP inh 1.9, MIN6 prolif -3, NR3A LBD binder -1, mIAP activ 1 and APOBEC3A inh 2.
`CN(CC(=O)Nc1ccc(S(=O)(=O)N2CCCC2)cc1)CC(=O)Nc1cccc(F)c1` gave hIAP block -7, A3G deaminase -2, hIAP activ 1.1, mIAP inh -13, MPTP inh -3.5, MIN6 prolif -1, NR3A LBD binder -27, mIAP activ 1.1 and APOBEC3A inh 1.
Screening CCC/C(=N\NC(=O)c1ccc(OC)c(OC)c1)c1ccccc1 returned hIAP block 4, A3G deaminase -3, hIAP activ 0.96, mIAP inh -3, MPTP inh 0.3, MIN6 prolif -4, NR3A LBD binder -1, mIAP activ 1 and APOBEC3A inh 1.
For O=C(COc1ccc(Br)cc1CO)N1CCCc2ccccc21 the results were hIAP block 5, A3G deaminase -6, hIAP activ 0.95, mIAP inh -2, MPTP inh 0.0, MIN6 prolif -1, NR3A LBD binder -6, mIAP activ 1 and APOBEC3A inh -3.
COc1cccc(-c2cc(=O)[nH][nH]2)c1 was read as hIAP block 5, A3G deaminase -8, hIAP activ 0.95, mIAP inh 3, MPTP inh -0.6, MIN6 prolif -2, NR3A LBD binder -2, mIAP activ 0.97 and APOBEC3A inh -6.
For CN(C)S(=O)(=O)N1CCN(c2ccccc2Cl)CC1 the results were hIAP block -2, A3G deaminase -3, hIAP activ 1, mIAP inh -2, MPTP inh 0.7, MIN6 prolif -3, NR3A LBD binder 3, mIAP activ 1 and APOBEC3A inh -1.
Screening CCn1c(-c2ccc3ncccc3c2)n[nH]c1=S returned hIAP block -14, A3G deaminase 40, hIAP activ 1.1, mIAP inh 2, MPTP inh 1.9, MIN6 prolif -1, NR3A LBD binder 2, mIAP activ 0.98 and APOBEC3A inh -5.
Screening O=C(c1noc2c1CCc1ccccc1-2)N1CCOCC1 returned hIAP block 21, A3G deaminase -5, hIAP activ 0.79, mIAP inh 3, MPTP inh -1.1, MIN6 prolif -1, NR3A LBD binder 1, mIAP activ 0.97 and APOBEC3A inh -2.
Screening Cc1ccccc1SCC(=O)Nc1cc(S(=O)(=O)N2CCOCC2)ccc1N1CCOCC1 returned hIAP block 2, A3G deaminase 3, hIAP activ 0.98, mIAP inh -1, MPTP inh 1.5, MIN6 prolif -3, NR3A LBD binder -3, mIAP activ 1 and APOBEC3A inh 5.
Screening COc1ccc(C(F)(F)F)cc1N/C=C\c1nnnn1-c1ccc(C)cc1 returned hIAP block 12, A3G deaminase -4, hIAP activ 0.88, mIAP inh -4, MPTP inh 1.3, MIN6 prolif -5, NR3A LBD binder -1, mIAP activ 1 and APOBEC3A inh -1.
For O=C1CCN(CCc2ccccc2)CCN1[C@H](CO)Cc1ccccc1 the results were hIAP block -3, A3G deaminase 3, hIAP activ 1, mIAP inh 1, MPTP inh 0.2, MIN6 prolif -3, NR3A LBD binder -2, mIAP activ 0.99 and APOBEC3A inh -2.

Continued, starting with the last 2 of the part before.
Screening COc1ccc(C(F)(F)F)cc1N/C=C\c1nnnn1-c1ccc(C)cc1 returned hIAP block 12, A3G deaminase -4, hIAP activ 0.88, mIAP inh -4, MPTP inh 1.3, MIN6 prolif -5, NR3A LBD binder -1, mIAP activ 1 and APOBEC3A inh -1.
For O=C1CCN(CCc2ccccc2)CCN1[C@H](CO)Cc1ccccc1 the results were hIAP block -3, A3G deaminase 3, hIAP activ 1, mIAP inh 1, MPTP inh 0.2, MIN6 prolif -3, NR3A LBD binder -2, mIAP activ 0.99 and APOBEC3A inh -2.
Screening O=C1NC2(CCN(Cc3ccccc3)CC2)Oc2ccccc21 returned hIAP block 13, A3G deaminase -6, hIAP activ 0.87, mIAP inh 8, MPTP inh 0.2, MIN6 prolif 4, NR3A LBD binder -2, mIAP activ 0.92 and APOBEC3A inh -2.
`O=C(O)CC(C(=O)Nc1ccc(Cl)c(Cl)c1)C1CCCO1` (stereo unspecified) gave hIAP block -7, A3G deaminase -6, hIAP activ 1.1, mIAP inh 7, MPTP inh 0.1, MIN6 prolif 1, NR3A LBD binder -2, mIAP activ 0.93 and APOBEC3A inh -4.
`CCOC(=O)c1ccc(NC(=O)C(=O)NCc2ccco2)cc1` gave hIAP block -6, A3G deaminase -5, hIAP activ 1.1, mIAP inh -1, MPTP inh -0.7, MIN6 prolif -4, NR3A LBD binder 2, mIAP activ 1 and APOBEC3A inh 3.
C/C(N)=C(/C#N)C(=O)COC(=O)c1cc(-c2cccc3ccccc23)nc2ccccc12 was read as hIAP block 11, A3G deaminase -11, hIAP activ 0.89, mIAP inh 12, MPTP inh -0.9, MIN6 prolif 0, NR3A LBD binder -3, mIAP activ 0.88 and APOBEC3A inh -1.
`COc1ccc(-c2cc(-c3ccccc3O)[nH]n2)cc1OC` gave hIAP block 3, A3G deaminase -1, hIAP activ 0.97, mIAP inh -1, MPTP inh 4.3, MIN6 prolif 0, NR3A LBD binder -6, mIAP activ 1 and APOBEC3A inh 1.
Screening CCOc1ccccc1/C=N/NC(=O)Cc1csc(Nc2cccc(C(F)(F)F)c2)n1 returned hIAP block -5, A3G deaminase -5, hIAP activ 1, mIAP inh -1, MPTP inh -12, MIN6 prolif -5, NR3A LBD binder 7, mIAP activ 1 and APOBEC3A inh 0.
CC(=O)c1ccc(-n2c(CCC(=O)O)ccc2-c2ccccc2)cc1 was read as hIAP block -4, A3G deaminase -9, hIAP activ 1, mIAP inh 5, MPTP inh 0.7, MIN6 prolif 0, NR3A LBD binder 0, mIAP activ 0.95 and APOBEC3A inh -5.
Screening CCn1c(O)c(N=NC(=O)C(O)c2ccccc2)c2ccccc21 (stereo unspecified) returned hIAP block 8, A3G deaminase -5, hIAP activ 0.92, mIAP inh 2, MPTP inh 1.2, MIN6 prolif -3, NR3A LBD binder 0, mIAP activ 0.98 and APOBEC3A inh 0.
CCOC(=O)C1CCN(C(=O)c2ccc(OCC(=O)N3CCOCC3)c(OC)c2)CC1 was read as hIAP block 0, A3G deaminase -9, hIAP activ 1, mIAP inh -2, MPTP inh 0.0, MIN6 prolif 1, NR3A LBD binder 0, mIAP activ 1 and APOBEC3A inh 1.
`CN(CC(=O)NCCc1ccc(S(N)(=O)=O)cc1)CC(=O)Nc1ccccc1C(F)(F)F` gave hIAP block -5, A3G deaminase 14, hIAP activ 1, mIAP inh 2, MPTP inh -1.1, MIN6 prolif -3, NR3A LBD binder 7, mIAP activ 0.98 and APOBEC3A inh 0.
`CC(=O)c1cn(CC(=O)Nc2ccccc2Cl)c2ccccc12` gave hIAP block 14, A3G deaminase -3, hIAP activ 0.86, mIAP inh -18, MPTP inh 2.0, MIN6 prolif -1, NR3A LBD binder 2, mIAP activ 1.2 and APOBEC3A inh -4.
O=C(NCc1ccccc1Cl)c1ccc[nH]1 was read as hIAP block -5, A3G deaminase -6, hIAP activ 1.1, mIAP inh 2, MPTP inh -0.2, MIN6 prolif 0, NR3A LBD binder -2, mIAP activ 0.98 and APOBEC3A inh -3.
For Cc1ccc(Cc2nnc3n(-c4ccccc4)nc(C(=O)c4ccccc4)n3c2=O)cc1 the results were hIAP block -15, A3G deaminase -7, hIAP activ 1.1, mIAP inh 6, MPTP inh 8.2, MIN6 prolif -5, NR3A LBD binder 1, mIAP activ 0.94 and APOBEC3A inh 0.
`CCCCCCCCCCCCN1[C@@H](CC(=O)O)c2cc(F)ccc2S1(=O)=O` gave hIAP block -9, A3G deaminase -9, hIAP activ 1.1, mIAP inh 10, MPTP inh 2.8, MIN6 prolif -8, NR3A LBD binder -9, mIAP activ 0.9 and APOBEC3A inh 0.
`COc1cc(C)c(NC(=O)COc2ccc3c(c2)CCC3)cc1OC` gave hIAP block 23, A3G deaminase -3, hIAP activ 0.77, mIAP inh -11, MPTP inh 5.6, MIN6 prolif -3, NR3A LBD binder -1, mIAP activ 1.1 and APOBEC3A inh -2.
Screening Cc1nnc(SCc2ccc(CC(=O)O)cc2)o1 returned hIAP block -7, A3G deaminase -6, hIAP activ 1.1, mIAP inh -19, MPTP inh -2.9, MIN6 prolif -1, NR3A LBD binder 1, mIAP activ 1.2 and APOBEC3A inh -4.
For CCOc1ccc(NC(=O)CN(C)C(=O)c2cc(-c3cccs3)nn2-c2ccccc2)cc1OCC the results were hIAP block -28, A3G deaminase -5, hIAP activ 1.3, mIAP inh -24, MPTP inh -1.8, MIN6 prolif 2, NR3A LBD binder -2, mIAP activ 1.2 and APOBEC3A inh 9.
`COC(=O)c1c(NC(=O)c2ccccc2)sc2c1CC(C)(C)NC2(C)C` gave hIAP block 4, A3G deaminase -8, hIAP activ 0.96, mIAP inh 3, MPTP inh 73*, MIN6 prolif -6, NR3A LBD binder -2, mIAP activ 0.97 and APOBEC3A inh -1.
Screening Cc1ccc(C)c(S(=O)(=O)N2CCN(C(=O)Cc3ccc(S(=O)(=O)N4CCOCC4)s3)CC2)c1 returned hIAP block 6, A3G deaminase -3, hIAP activ 0.94, mIAP inh -2, MPTP inh -0.4, MIN6 prolif 4, NR3A LBD binder 0, mIAP activ 1 and APOBEC3A inh -1.
Screening CCc1ccc(S(=O)(=O)N/N=C\c2cn(CC(N)=O)c3ccccc23)cc1 returned hIAP block -3, A3G deaminase 2, hIAP activ 1, mIAP inh 2, MPTP inh -0.2, MIN6 prolif 3, NR3A LBD binder 9, mIAP activ 0.98 and APOBEC3A inh -3.
For Cc1ccc(C(=O)COC(=O)c2nc(Cl)ccc2Cl)cc1 the results were hIAP block -18, A3G deaminase 9, hIAP activ 1.2, mIAP inh 7, MPTP inh -0.9, MIN6 prolif -2, NR3A LBD binder -1, mIAP activ 0.93 and APOBEC3A inh 1.

Bioassay records from PubChem.
